# ARFGAP1 inh: rat ARFGAP1 inhibition; Q62848; Arfgap1-stimulated ARF1 GTP hydrolysis, GDP FP detection; inhibition, % at 16.5 µM; actives 0.26% (n = 360,000);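 active means inhibition above a per-plate limit, mean inhibition of low control wells plus 3 SD, cut at about 25% in these data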;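 further: 0% = DMSO wells with enzyme and 100% = wells lacking Arfgap1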
#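 System: truncated rat Arfgap1 GAP domain / Medium: HEPES-based buffer, pH 7.5 / Also added: N-terminally truncated human ARF1-GTP substrate / Incubation: enzyme reaction 120 min at 25 °C after 20 min preincubation / Measured by: FP of antibody-bound GDP Alexa 633 tracer, ex 620/em 688 nm / Replicates: singlicate, each compound tested once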
# ADAM10 inh: ADAM10 inhibition, QFRET primary screen. O14672. inhibition, % at 7 µM. AID 720582. recombinant ADAM10, EDANS/DABCYL FRET peptide cleavage, 3 h. actives 0.62% (n = 370,000);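 active means inhibition above a per-campaign cutoff equal to the mean of compounds falling between control-based bounds plus 3 SD, cut at about 20% in these data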;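 further: 0% = DMSO wells while the 100% control is not disclosed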
# ASAP1 inh: inhibitors of human ASAP1 ArfGAP activity; Q9ULH1; inhibition, % at 16.5 µM; actives 0.19% (n = 360,000); ASAP1-stimulated ARF1 GTP hydrolysis, GDP FP detection; in the data active means inhibition above about 25%;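 further: 0% = vehicle with enzyme and substrate and 100% = no enzyme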
# DDE Tn7 FP inh: inhibitors of Tn7 peptide binding to human fibrin DD(E) | AID 720508 | inhibition, % at 8.3 µM | P02675 | FP displacement of FITC-Tn7 peptide from fibrin DD(E); 0% = median of compound wells per plate | actives 0.13% (n = 370,000);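 active means inhibition above the mean of compounds falling within the control limits plus 3 SD of them, cut at about 14% in these data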;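 further: 0% = plate median of compound wells and 100% = 10 µM Aha-Tn7 peptide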
#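 Test system – human fibrin DD(E) · Times – 10 min preincubation, 3 h with tracer, room temperature · Detection – fluorescence polarization of the labelled Tn7 tracer · Measure – percent inhibition normalized to high-control wells · Benchmarks – high control wells with 10 µM unlabelled Aha-Tn7 peptide (full inhibition) · Repeats – singlicate testing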
# PLC-gamma1 inh: blocks human PLC-gamma1 enzyme activity | actives 0.84% (n = 370,000) | P19174 | purified PLC-gamma1, fluorogenic substrate, fluorescence | AID 720700 | inhibition, % at 12.2 µM; in the data active means inhibition above about 9.5%
# Target sequence (P19174 whole entry, looked up): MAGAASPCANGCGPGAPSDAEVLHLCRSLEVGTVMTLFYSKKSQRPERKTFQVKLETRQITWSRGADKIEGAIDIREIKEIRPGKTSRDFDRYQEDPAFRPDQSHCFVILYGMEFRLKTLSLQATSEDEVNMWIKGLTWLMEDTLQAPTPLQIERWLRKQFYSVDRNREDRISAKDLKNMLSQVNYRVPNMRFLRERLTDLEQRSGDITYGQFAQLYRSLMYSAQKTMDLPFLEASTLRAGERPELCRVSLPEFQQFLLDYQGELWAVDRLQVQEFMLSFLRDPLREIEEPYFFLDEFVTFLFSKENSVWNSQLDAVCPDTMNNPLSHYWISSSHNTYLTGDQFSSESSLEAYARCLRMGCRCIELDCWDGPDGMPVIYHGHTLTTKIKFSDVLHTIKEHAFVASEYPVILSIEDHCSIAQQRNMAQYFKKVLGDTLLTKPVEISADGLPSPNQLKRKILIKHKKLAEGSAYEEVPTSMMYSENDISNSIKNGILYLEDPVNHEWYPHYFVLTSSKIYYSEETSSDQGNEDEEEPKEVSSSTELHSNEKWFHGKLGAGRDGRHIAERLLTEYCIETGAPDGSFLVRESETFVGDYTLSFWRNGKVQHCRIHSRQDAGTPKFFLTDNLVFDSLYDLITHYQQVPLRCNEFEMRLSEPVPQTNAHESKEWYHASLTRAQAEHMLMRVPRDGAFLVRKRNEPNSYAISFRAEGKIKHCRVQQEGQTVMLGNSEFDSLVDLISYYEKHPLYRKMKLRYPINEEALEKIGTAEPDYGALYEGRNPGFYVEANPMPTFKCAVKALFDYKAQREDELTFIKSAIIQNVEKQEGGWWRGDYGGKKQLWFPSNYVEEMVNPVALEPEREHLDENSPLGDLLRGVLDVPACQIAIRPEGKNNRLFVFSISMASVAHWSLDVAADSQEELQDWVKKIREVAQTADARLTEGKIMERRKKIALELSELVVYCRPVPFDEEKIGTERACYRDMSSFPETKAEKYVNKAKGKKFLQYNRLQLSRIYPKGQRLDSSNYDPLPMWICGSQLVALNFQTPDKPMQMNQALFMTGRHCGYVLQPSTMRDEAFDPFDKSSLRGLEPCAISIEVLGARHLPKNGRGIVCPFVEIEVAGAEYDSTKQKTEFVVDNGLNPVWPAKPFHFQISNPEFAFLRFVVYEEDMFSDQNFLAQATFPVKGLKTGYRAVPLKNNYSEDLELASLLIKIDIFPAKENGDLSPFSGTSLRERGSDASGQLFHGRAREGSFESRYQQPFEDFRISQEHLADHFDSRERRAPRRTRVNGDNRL
# SIAE inh: inhibitors of human sialic acid acetylesterase SIAE; inhibition, % at 9.66 µM; SIAE FP-Rh probe binding, fluorescence polarization; Q9HAT2; actives 0.69% (n = 370,000);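 active means inhibition above a cutoff: mean of compounds within the control limits plus 3 SD of those, cut at about 17% in these data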;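 further: 0% = plate median of compound wells and 100% = probe without SIAE protein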
# TDP2 inh: blocks human TDP2 phosphodiesterase activity. O95551. recombinant TDP2, T5PNP hydrolysis, p-nitrophenol absorbance 415 nm. inhibition, % at 12.8 µM. actives 0.34% (n = 370,000);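 active means inhibition above the mean of all tested compounds plus 3 SD, set per campaign, cut at about 25% in these data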;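 further: 0% = DMSO with enzyme and 100% = buffer with substrate but no TDP2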
#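 Assay system: Recombinant human TDP2 | Quantity: 120 nM TDP2 per well | Incubation: 2 h at 37 °C | Signal: Epi absorbance | Evaluation: Percent inhibition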
# Tn6 DDE FP: inhibitors of Tn6 peptide binding to human fibrin DD(E); Fibrin DD(E) TRITC-Tn6 fluorescence polarization displacement; inhibition, % at 8.3 µM; AID 720509; P02675; actives 0.21% (n = 370,000);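 active means inhibition above a per-campaign cutoff: mean of compounds within control limits plus 3 SD, cut at about 15% in these data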;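 further: 0% = median of all compound wells on the plate and 100% = blocking peptide control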
# PLC-beta3 inh: PLC-beta3 (human) inhibition, primary screen; AID 720704; actives 0.18% (n = 370,000); inhibition, % at 12.2 µM; Purified PLC-beta3, fluorogenic substrate, fluorescence; in the data active means inhibition above about 11%;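 further: 0% = median of compound wells on plate and 100% = full blocker control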
# ADAM17 inh: inhibitors of human ADAM17. P78536. recombinant ADAM17, EDANS/DABCYL FRET peptide cleavage. inhibition, % at 6.95 µM. actives 0.83% (n = 370,000);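 active means inhibition above the mean of compounds lying between control limits plus 3 SD, set per campaign, cut at about 8.5% in these data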;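 further: 0% = DMSO-only wells as the low control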
# The depositor's hits bear a star; · = not tested or not shown.
smiles	ARFGAP1 inh	ADAM10 inh	ASAP1 inh	DDE Tn7 FP inh	PLC-gamma1 inh	SIAE inh	TDP2 inh	Tn6 DDE FP	PLC-beta3 inh	ADAM17 inh
COc1ccc(C(=O)C2CC2)cc1	3	-14	-20	2	2	0	5	-2	1	-10
CC(=O)c1cccc(NC(=S)N2CCCC2)c1	0	-4	18	2	0	7	-4	5	-2	-3
COc1ccc(NC(=O)C2CCCN2C(=O)NCc2ccccc2)cc1OC (stereo not drawn)	2	4	-13	-3	-2	5	10	-9	-6	0
N#Cc1ccccc1OCC(=O)Nc1ccc2c(c1)OCCO2	4	-6	14	-1	0	-3	-2	8	-6	-2
CC(C)C(=O)NCCc1nc(-c2ccccc2)no1	8	-2	4	1	3	-1	-2	-5	5	-2
O=C1NCCCc2c1oc1ccc(O)cc21	3	1	7	-2	-8	5	-11	-9	-15	-2
Cc1ccc(S(=O)(=O)Nc2nc(C)cc(N/N=C/c3ccc(O)cc3)n2)cc1	15	-9	-16	-4	-16	-4	8	-2	-19	-6
O=S(=O)(Nc1ccncc1Cl)c1cccc(Cl)c1Cl	-4	-2	1	7	0	2	10	-1	-4	-2
CCCc1nnc(NC(=O)CCC(=O)NCc2ccccc2Cl)s1	-10	7	1	2	3	-2	-16	-7	-3	-3
NC(=O)c1cccc(S(=O)(=O)N2CCCCC2)c1	-1	-7	0	9	-1	-3	-4	5	1	0
COc1ccc(OCC(=O)Nc2cccc3ncccc23)cc1	5	-1	13	-2	1	-1	-5	8	-1	2
CC(/C=C/c1ccccc1)=N\NC(=O)CCc1ccccc1	11	-13	-3	6	-2	-3	-7	8	-1	-2
CN(C)S(=O)(=O)c1cccc(NC(=O)CN2C(=O)NC(Cc3c[nH]c4ccccc34)C2=O)c1 (stereo not drawn)	2	-10	5	9	-3	2	-4	-2	-3	-3
COc1cccc(Cn2c(NCC(C)C)nc3c2c(=O)n(C)c(=O)n3C)c1	-9	-5	1	5	0	3	4	-2	2	-1
COC(=O)c1ccc(OCc2cc(=O)n3ccsc3n2)cc1	5	-11	-2	-2	-10	4	-2	-2	-12	-3

# An excerpt of these results, as labelled records.
> CC(C)C(=O)NCCc1nc(-c2ccccc2)no1
- ARFGAP1 inh: 8
- ADAM10 inh: -2
- ASAP1 inh: 4
- DDE Tn7 FP inh: 1
- PLC-gamma1 inh: 3
- SIAE inh: -1
- TDP2 inh: -2
- Tn6 DDE FP: -5
- PLC-beta3 inh: 5
- ADAM17 inh: -2
> O=C1NCCCc2c1oc1ccc(O)cc21
- ARFGAP1 inh: 3
- ADAM10 inh: 1
- ASAP1 inh: 7
- DDE Tn7 FP inh: -2
- PLC-gamma1 inh: -8
- SIAE inh: 5
- TDP2 inh: -11
- Tn6 DDE FP: -9
- PLC-beta3 inh: -15
- ADAM17 inh: -2
> Cc1ccc(S(=O)(=O)Nc2nc(C)cc(N/N=C/c3ccc(O)cc3)n2)cc1
- ARFGAP1 inh: 15
- ADAM10 inh: -9
- ASAP1 inh: -16
- DDE Tn7 FP inh: -4
- PLC-gamma1 inh: -16
- SIAE inh: -4
- TDP2 inh: 8
- Tn6 DDE FP: -2
- PLC-beta3 inh: -19
- ADAM17 inh: -6

# Other results:
smiles	ARFGAP1 inh	ADAM10 inh	ASAP1 inh	DDE Tn7 FP inh	PLC-gamma1 inh	SIAE inh	TDP2 inh	Tn6 DDE FP	PLC-beta3 inh	ADAM17 inh
CCOC(=O)c1snc(-c2ccc(F)cc2)c1N	7	-47	7	10	6	-10	-21	0	-2	-14
Cc1nc(CCNS(=O)(=O)c2cccs2)cs1	-14	6	2	3	0	2	7	1	-1	-2
CCOC(=O)c1cnc2ccc(C)cc2c1Sc1ccc(F)cc1	10	2	12	0	1	2	2	1	0	-3
Cc1ccc(S(=O)(=O)NNC2CC(=O)N(c3ccc(Br)cc3)C2=O)cc1 (stereo not drawn)	2	-4	9	-1	-3	4	6	2	-1	0
O=C(N/C(=C/c1ccco1)C(=O)N1CCCCCC1)c1ccccc1	3	-7	-10	-2	-13	13	10	-13	-25	-14
O=C(Nc1ccnn1C1CCN(C2CCOCC2)CC1)c1cccc(F)c1	-6	7	1	1	2	10	5	0	-11	-1
COc1nc(-c2ccccc2)ccc1-c1noc(-c2cccnc2)n1	-12	-7	7	0	-2	-10	0	-1	-4	-4
O=C(CS(=O)CC(=O)N(CC(=O)NC1CCCC1)C1CCCC1)Nc1ccc(F)cc1 (stereo not drawn)	-6	-2	-3	0	2	-5	0	5	3	-6
COc1cccc(-c2nc(CS(=O)CC(=O)NCCc3ccc(C)cc3)c(C)o2)c1 (stereo not drawn)	1	3	-1	-2	-2	1	-7	-2	-9	2
Cc1ccc(C)c(N2CCN(C(=O)CN3C(=O)c4ccccc4C3=O)CC2)c1	-6	-2	2	7	-3	5	2	2	-6	-7
COc1ccccc1C(=O)NCCC(=O)Nc1ccc(OC(F)(F)F)cc1	3	10	1	-8	9	-4	-18	-2	-1	5
COc1ccc(C(=O)NNC(=O)c2cc3cc([N+](=O)[O-])ccc3oc2=O)cc1OC	-1	-6	-7	-2	-1	11	11	1	-2	-4
CN(C)/C=C/C(=O)c1ccc(Br)cc1	0	0	8	-4	-10	-1	-1	3	-13	-1
CCNC(=O)C[C@H]1CC[C@H]2[C@@H](COc3ccc(NC(=O)c4ccc5c(c4)OCO5)cc3C(=O)N2C)O1	·	18	·	-14	9.6*	1	3	5	4	-16
O=C(Nc1c(-c2ccc(Cl)cc2)[nH][nH]c1=O)c1ccc(Br)cc1	6	-79	5	-6	6	-2	38*	4	3	0

# Continued:
# Each structure is followed by: ARFGAP1 inh | ADAM10 inh | ASAP1 inh | DDE Tn7 FP inh | PLC-gamma1 inh | SIAE inh | TDP2 inh | Tn6 DDE FP | PLC-beta3 inh | ADAM17 inh
- C=CCn1cc(C(=O)NCCCN(CC)CC)c(=O)c2cc(S(=O)(=O)N3CCC(C)CC3)ccc21
 : 5 | -11 | -12 | 1 | 3 | 5 | -12 | -7 | -5 | -2
- C=C(C)CN1C(=O)C(=O)N(CC(=C)C)C1=O
 : -12 | 2 | 6 | -3 | 1 | -1 | 9 | 9 | -6 | -1
- CCCc1nn(-c2cc(Cl)ccc2OC)c2c1C(=O)CC(C)(C)C2
 : 5 | -9 | 12 | -5 | 3 | -5 | -5 | 8 | 1 | -3
- O=C1Nc2cc(C(=O)N3CCN(c4ccccn4)CC3)ccc2S/C1=C\c1ccccc1
 : 1 | 6 | 4 | -6 | -5 | -3 | -14 | 0 | -8 | 1
- O=C1ON=C(c2ccccc2)/C1=C/c1ccc(-c2ccccc2[N+](=O)[O-])o1
 : 3 | -17 | -8 | -5 | -10 | 10 | 11 | 3 | -12 | -7
- Cc1ccc(NC(=O)C(C)N2C(=O)c3ccccc3C2=O)nc1 (stereo not drawn)
 : 18 | 8 | 10 | -4 | 5 | 2 | -2 | -2 | 2 | -4
- CCN(C(=O)c1ccc(C(C)(C)C)cc1)c1nnc(Cn2nnc3ccccc32)s1
 : 1 | 12 | 5 | 3 | 0 | -10 | -3 | -7 | -1 | 9.3*
- COc1ccc(N(CC(=O)NN=C2CCN(C)CC2)S(=O)(=O)c2ccccc2)c(OC)c1
 : 4 | 4 | -9 | -2 | -1 | 0 | -8 | 2 | -7 | 1
- O=C(O)c1cccc(N/N=C/c2cn(-c3ccccc3)nc2-c2cccs2)c1
 : -6 | -13 | -4 | -3 | -18 | -11 | -11 | -6 | -36 | -4
- COc1ccc(Cc2nnc(NC(=O)C3CCCO3)s2)cc1OC (stereo not drawn)
 : -2 | 4 | 7 | -10 | 3 | 1 | -7 | -6 | 4 | 1
- O=C(CSc1nnnn1C1CCCC1)NCCc1ccccc1
 : -8 | 1 | 3 | 0 | 3 | 1 | 16 | -2 | -8 | -3
- COc1ccc(C(=O)NCC2CCCO2)cc1 (stereo not drawn)
 : 6 | 4 | -7 | -8 | 4 | -2 | 0 | 1 | 2 | 1
- CN1CCN(c2ccc(S(=O)(=O)N3CCOCC3)cc2NC(=O)CCc2ccccc2)CC1
 : 15 | -4 | 7 | 0 | -2 | -4 | 9 | 1 | -4 | -2
- COc1ccc(C2N=C(Nc3ccc(C)cc3)Nc3nc(C)cc(=O)n32)cc1 (stereo not drawn)
 : -17 | -2 | -6 | -1 | -2 | -2 | -2 | -1 | -4 | 1
- Cc1cc(-c2ccccc2)c2c(=O)n(-c3ccccc3)[nH]c2n1
 : -5 | 6 | 2 | -5 | -22 | 4 | -1 | 4 | -28 | 2
- COC(C[C@@H]1O[C@@H]1C(=O)[C@@H](C)OCc1ccccc1)OC
 : 8 | 9 | -8 | 1 | 2 | 0 | 3 | -4 | -2 | -6
- CSc1nc2nc(C)c(CCC(=O)OCC(=O)Nc3ccc(F)cc3)c(C)n2n1
 : -7 | -2 | -1 | 1 | 0 | 0 | -2 | 7 | -9 | 1
- CC(C)CC(=O)Nc1ccnc(-c2ccncc2)n1
 : -2 | -3 | 5 | 4 | -1 | -6 | 6 | 2 | -4 | -3
- Cc1ccsc1C(=O)N1CCC1(C)C(=O)Nc1cccc(C#N)c1 (stereo not drawn)
 : -10 | 1 | -13 | -3 | -5 | -2 | -1 | -6 | 0 | -1
- COc1ccc(S(=O)(=O)N2CCOCC2)cc1NC(=O)c1ccc(S(=O)(=O)N(C)c2ccccc2OC)cc1
 : -2 | 8 | -4 | -7 | -14 | -5 | 4 | 1 | -19 | 2
- C[C@@]12CCC3[C@@](CCC4[C@@]3(C)CCC[C@@]4(C)C(=O)NCc3ccccc3)(CC1=O)C2 (stereo partly drawn)
 : 8 | 6 | 13 | -3 | 3 | -2 | 1 | 0 | 1 | 1
- C=C(C)c1cccc(C(C)(C)NC(=O)Nc2ccc(C(N)=O)cc2)c1
 : 2 | 2 | 4 | -1 | 1 | 2 | -2 | -3 | 2 | 1

# Full records, looked up by structure. Screens in order: ARFGAP1 inh | ADAM10 inh | ASAP1 inh | DDE Tn7 FP inh | PLC-gamma1 inh | SIAE inh | TDP2 inh | Tn6 DDE FP | PLC-beta3 inh | ADAM17 inh
# COC(C[C@@H]1O[C@@H]1C(=O)[C@@H](C)OCc1ccccc1)OC as listed: 8 | 9 | -8 | 1 | 2 | 0 | 3 | -4 | -2 | -6
# C[C@@]12CCC3[C@@](CCC4[C@@]3(C)CCC[C@@]4(C)C(=O)NCc3ccccc3)(CC1=O)C2 (stereo partly drawn) as listed: 8 | 6 | 13 | -3 | 3 | -2 | 1 | 0 | 1 | 1
# O=C1NCCCc2c1oc1ccc(O)cc21 as listed: 3 | 1 | 7 | -2 | -8 | 5 | -11 | -9 | -15 | -2

# Bioassay records as filed in PubChem BioAssay.
